BAZ2B block: qHTS Assay for Inhibitors of BAZ2B; Bromodomain adjacent to zinc finger domain protein 2B (Homo sapiens), Q9UIF8; AlphaScreen BAZ2B-H3K14Ac peptide displacement; Potency, µM (series often up to 114 µM), for inactives: at the top dose activity change, negative = inhibition, usual class: inhibitors; actives 4.4% (n = 360,000); AID 504333, 2011; further: on the % scale 0 is the no-effect control and ±100 the full control effect; nearly all actives have a fitted effect of over 60% in size
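Multi-concentration screen (max 110 uM) measuring displacement of acetylated histone H3 peptide from BAZ2B by AlphaScreen, using 50 nM protein, 50 nM peptide and 10 ug/mL streptavidin donor plus Ni-chelate acceptor beads.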
APEX1 inh: qHTS Assay for Inhibitors of the Human Apurinic/apyrimidinic Endonuclease 1 (APE1); DNA repair nuclease/redox regulator APEX1 (Homo sapiens), P27695; AID 2517, 2012; actives 0.35% (n = 350,000); recombinant APE1, TAMRA/BHQ-2 abasic DNA cleavage fluorescence; Potency, µM (doses to about 65.8 µM), without a hit: at the highest dose activity change, negative = inhibition, usual class: inhibitors;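 further: plate controls were vehicle for no effect and reference inhibitor for full effect; nearly all actives have a fitted effect of over 55% in size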
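APE1 at 0.75 nM preincubated 15 min at room temperature with compound. Reaction then started with 50 nM double-stranded THF-abasic substrate labelled with TAMRA/BHQ-2, and 525/598 nm fluorescence read kinetically. Activity taken as third-minus-first read difference, normalized to DMSO and NSC13755 controls.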
Pol eta inh: qHTS for Inhibitors of Polymerase Eta; actives 1.2% (n = 390,000); Potency, µM (titrated, usually from 114 µM), for inactives: top-dose activity change, negative = inhibition, hits mostly inhibitors; recombinant Pol eta, fluorescent DNA replication assay; AID 588591, 2011; further: on the % scale 0 is the no-effect control and ±100 the full control effect
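Pol eta (10 nM) was preincubated with compounds for 15 min at room temperature, after which fluorescent replication substrate (50 nM final) was added to start the reaction. Fluorescence was read kinetically at 0 and 10 min.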
Pol kappa inh: qHTS for Inhibitors of Polymerase Kappa | Potency, µM (top dose mostly 107 µM), for inactives: top-dose activity, negative = inhibition, usual class: inhibitors | purified Pol kappa, fluorescent DNA synthesis assay, 10 min | AID 588579, 2011 | actives 0.53% (n = 400,000) | DNA polymerase kappa (Homo sapiens), Q9UBT6; further: on the % scale 0 is the no-effect control and ±100 the full control effect
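Inhibition of 10 nM Pol kappa is measured by a fluorescent read-out at 0 and 10 min following addition of 50 nM substrate (final), with a 15-min room-temperature compound preincubation.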
BLM inh: qHTS Assay for Inhibitors of Bloom's syndrome helicase (BLM). actives 0.2% (n = 350,000). recombinant BLM DNA unwinding, fluorescence dequenching. RecQ-like DNA helicase BLM (Homo sapiens), P54132. AID 2528, 2010. Potency, µM (highest dose often 56.1 µM), for the others: top-dose activity change, negative = inhibition, usual class: inhibitors;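 further: plate controls were vehicle for no effect and no enzyme for full effect; nearly all actives have a fitted effect of over 35% in size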
Target sequence (P54132 whole entry, looked up): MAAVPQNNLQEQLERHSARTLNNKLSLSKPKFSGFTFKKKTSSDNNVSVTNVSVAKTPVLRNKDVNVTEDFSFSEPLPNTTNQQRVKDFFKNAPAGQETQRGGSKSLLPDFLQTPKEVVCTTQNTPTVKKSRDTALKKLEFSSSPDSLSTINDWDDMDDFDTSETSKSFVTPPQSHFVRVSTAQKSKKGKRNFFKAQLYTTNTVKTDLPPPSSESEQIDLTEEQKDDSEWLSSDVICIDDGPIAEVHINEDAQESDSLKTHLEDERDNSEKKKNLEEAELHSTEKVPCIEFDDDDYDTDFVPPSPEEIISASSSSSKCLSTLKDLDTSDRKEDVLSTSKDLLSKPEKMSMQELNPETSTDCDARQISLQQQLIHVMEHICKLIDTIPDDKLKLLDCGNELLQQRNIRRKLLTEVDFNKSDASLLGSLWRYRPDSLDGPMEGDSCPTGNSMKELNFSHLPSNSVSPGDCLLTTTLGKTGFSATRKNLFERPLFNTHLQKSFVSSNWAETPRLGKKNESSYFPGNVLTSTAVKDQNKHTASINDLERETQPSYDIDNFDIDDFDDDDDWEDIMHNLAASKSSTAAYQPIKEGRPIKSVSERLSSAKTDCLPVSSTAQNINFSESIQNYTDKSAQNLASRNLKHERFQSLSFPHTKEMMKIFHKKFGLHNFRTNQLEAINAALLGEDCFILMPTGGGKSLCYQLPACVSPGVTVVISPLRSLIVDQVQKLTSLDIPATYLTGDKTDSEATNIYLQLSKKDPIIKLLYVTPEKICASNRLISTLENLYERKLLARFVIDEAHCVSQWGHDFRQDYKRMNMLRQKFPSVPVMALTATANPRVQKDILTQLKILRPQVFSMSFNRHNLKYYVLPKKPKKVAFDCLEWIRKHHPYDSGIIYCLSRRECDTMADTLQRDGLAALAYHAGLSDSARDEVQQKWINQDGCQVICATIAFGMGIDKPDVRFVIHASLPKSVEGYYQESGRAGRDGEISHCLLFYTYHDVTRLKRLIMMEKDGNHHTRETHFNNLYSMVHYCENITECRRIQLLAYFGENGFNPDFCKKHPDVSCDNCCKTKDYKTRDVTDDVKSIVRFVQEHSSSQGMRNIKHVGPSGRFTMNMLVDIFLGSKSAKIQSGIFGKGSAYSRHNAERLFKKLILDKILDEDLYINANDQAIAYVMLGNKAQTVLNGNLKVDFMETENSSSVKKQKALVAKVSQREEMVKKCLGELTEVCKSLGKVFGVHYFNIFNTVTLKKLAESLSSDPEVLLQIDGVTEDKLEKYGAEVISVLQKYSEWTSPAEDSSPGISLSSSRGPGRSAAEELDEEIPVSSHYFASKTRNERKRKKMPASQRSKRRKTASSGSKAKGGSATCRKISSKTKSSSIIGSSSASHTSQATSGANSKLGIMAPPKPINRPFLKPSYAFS
G9a block: qHTS Assay for Inhibitors of Histone Lysine Methyltransferase G9a; AID 504332, 2011; G9a H3K9 monomethylation, AlphaScreen, 2 h; Potency, µM (doses to about 102 µM), without a hit: top-dose activity, negative = inhibition, hits mostly inhibitors; actives 8.8% (n = 350,000); Histone-lysine N-methyltransferase EHMT2 (Homo sapiens), Q96KQ7; further: on the % scale 0 is the no-effect control and ±100 the full control effect; nearly all actives have a fitted effect of over 75% in size
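Chemiluminescent proximity detection of H3K9 monomethylation, read after 10 min bead incubation in the dark. Reaction: 20 nM G9a, 500 nM biotin-H3K9 peptide, 20 uM SAM cofactor, 2 h, room temperature, following 15 min enzyme-compound preincubation.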
Pol iota inh: qHTS for Inhibitors of Polymerase Iota | DNA polymerase iota (Homo sapiens), Q9UNA4 | Pol iota fluorescent replication assay, 10 min | Potency, µM (titrated, usually from 115 µM), for the others: at the top dose activity, negative = inhibition, hits mostly inhibitors | actives 1% (n = 390,000) | AID 588590, 2011
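Pol iota at 10 nM preincubated 15 min with compounds at room temperature; reaction started with fluorescent substrate, 50 nM final. Fluorescence read kinetically at 0 and 10 min; buffer-only wells as negative control.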
JMJD2A Tudor: qHTS Assay for Inhibitors of JMJD2A-Tudor Domain; Potency, µM (highest dose often 114 µM), for inactives: at the top dose activity change, negative = inhibition, hits mostly inhibitors; AlphaScreen JMJD2A-Tudor / H3K4me3 peptide binding; actives 4.4% (n = 390,000); further: on the % scale 0 is the no-effect control and ±100 the full control effect; nearly all actives have a fitted effect of over 50% in size
POLB inh: qHTS Assay for Inhibitors of DNA Polymerase Beta. P06746. actives 1.3% (n = 340,000). Potency, µM (titrated, usually from 114 µM), without a hit: at the highest dose activity change, negative = inhibition, actives largely listed as inhibitors. Pol beta primer extension/strand displacement, fluorescence kinetic; further: on the % scale 0 is the no-effect control and ±100 the full control effect
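10 nM enzyme + cpd, 15 min RT; start with substrate 50 nM final; read 0 min and after 10 min RT. Corrected, normalized data; 4-parameter Hill curve fit.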
Numbers without * were called inactive; ? = inconclusive; · = not tested or not shown; [ ] = dose if it differs, or a comment. The call rests on the fitted dose curve; in most records, active means well fitted curve in the direction sought with a large enough effect; inconclusive means small, poorly fitted or top-dose-only effect, or another doubt; inactive means no such curve, though single readings can be large; an effect the other way counts as inactive or inconclusive. Potency means the concentration at half of the fitted maximal effect. A portion of the library; the hit share may differ from the screen's.

SMILES | BAZ2B block | APEX1 inh | Pol eta inh | Pol kappa inh | BLM inh | G9a block | Pol iota inh | JMJD2A Tudor | POLB inh
Cc1ccccc1NC(=O)N(O)C1(C#N)CCCCC1 | · | · | -1.2% | -1.9% | · | · | 11.9% | -16.7% | ·
CCCCN(C(=O)C1=NN(c2cc(C)ccc2C)C(=O)CC1)c1c(N)n(CCC)c(=O)[nH]c1=O | 8.5% | 22.4% | -17.0% | 1.7% | · | -9.4%[12.7 µM] | -7.6% | -5.4% | ·
Cc1ccc(OCCn2cc(Br)c(=O)[nH]c2=O)cc1 | -18.7% | 1.6% | -1.7% | -4.7% | 1.3% | -5.8% | 8.8% | -5.8% | 1.1%
CCCC1=NN(c2ccc([N+](=O)[O-])cc2)C(=O)/C1=C\N(C)C | -30.1% | 1.0% | -11.5% | -1.2% | 0.3% | ? | -11.1% | -10.1% | -0.7%
CCCn1c(=O)c2c(C(F)(F)F)cc(-c3cccs3)nc2n(CCC)c1=O | 3.7% | 4.4% | -3.2% | 3.9% | -4.8% | -5.1% | 13.2% | 4.0% | 8.5%
CC(C)(C)NC(=O)C(=O)NNC(=O)c1ccc(C(C)(C)C)cc1 | -17.2% | 1.9% | -3.2% | -16.0% | -0.6% | 13.5%[59 µM] | 2.4% | 0.7% | 8.0%
Cn1cc(-c2cc3n(n2)CCC(=O)N3CCCC(=O)Nc2ccc(F)cc2F)c2ccccc21 | -26.7% | · | -10.8% | -13.2%[60.1 µM] | 2.7% | 4.9%[59 µM] | ? | -34.2% | ?
CC(C)(C)c1nc[nH]c(=O)c1Br | 3.5% | 1.1% | -13.3% | 1.0% | 3.6% | 6.6%[59 µM] | 26.2% | -2.0% | -8.3%
O=C(CSc1nnc(CNC(=O)c2c(F)cccc2Cl)o1)NCc1ccccc1 | -1.9% | -13.9% | 6.6% | -15.2% | -3.4% | -12.6%[0.501 µM] | 16.5% | -6.8% | 13.6%
O=C(c1ccccc1)N(C(=O)c1ccccc1)N1CCCC1 | · | · | -14.8% | -17.5% | · | · | 18.1% | -15.2% | ·
CCOc1ccc(-c2ncncc2-c2ccccc2OC)c(O)c1 | 12.8% | 29.9% | -13.1% | 5.6% | -1.6% | -25.6% | -9.9% | -22.0% | -1.2%
O=C(Nc1ccc(-c2nc3cc(NC(=O)c4ccccc4Cl)ccc3o2)cc1)c1ccccc1Cl | 10.3% | · | -17.6% | -13.2%[60.1 µM] | 1.8% | 1.3%[59 µM] | 17.2% | -14.7% | 3.5%
CCc1cccc(C)c1NC(=O)c1cc(=O)[nH]c2ccc(S(=O)(=O)N3CCOCC3)cc12 | 2.5% | 4.0% | -15.5% | 0.1% | · | ? | 15.4% | -5.8% | ·
Cc1cccc(NC(=O)Cc2ccc(F)cc2)c1 | 9.9% | 6.6% | 3.3% | 1.9% | -5.5% | 6.4% | 7.6% | -5.5% | -0.4%
CCC(CC)C1=NN2C(=N)/C(=C/c3ccc(OC(=O)c4ccco4)cc3)C(=O)N=C2S1 | -24.9% | 8.5% | -6.2% | -6.1% | -7.0% | 7.8% | ? | ? | 16.4%
CC(C)CNC(=O)c1cc([N+](=O)[O-])ccc1N1CCOCC1 | -24.4% | -4.3% | -14.2% | -6.0% | 0.6% | -2.2%[59 µM] | 4.2% | -16.4% | 12.9%
COc1ccc(S(=O)(=O)N2CCOC23CCN(S(=O)(=O)c2ccc(C)cc2)CC3)cc1 | -9.8% | -2.7% | -0.1% | -13.1% | · | -38.0% | 77.9%[activator] | -15.2% | ·
O=S(=O)(NC1CCCCC1N1CCN(c2ccccc2F)CC1)c1ccc(Cl)cc1 (configuration not stated) | 3.3% | 72.8%[activator] | -13.9% | 3.9% | -4.0% | 17.3% | 26.5% | -3.8% | 2.8%
CCc1ccc(-n2c(SCc3cc(=O)n4cc(Br)ccc4n3)nc3[nH]ncc3c2=O)cc1 | 3.2% | ? | -5.6% | -15.2% | -6.6% | ? | 12.5% | ? | 0.9%
Cc1c(Cl)cccc1NC(=S)NCCCN(C)C | 4.3% | -5.7% | -9.1% | -19.8% | 2.3% | -47.4%[59 µM] | -19.3% | -10.3% | -9.7%
CCCCNC(=O)Nc1cc(C(=O)OC)ccc1Cl | 0.8% | -1.8% | -6.5% | -0.7% | -1.1% | 3.8%[12.7 µM] | -1.9% | 20.0% | 2.4%
O=C(Nc1ccc(S(=O)(=O)Nc2ncccn2)cc1)c1ccc(N2CCCC2=O)cc1 | -14.5% | -7.0% | 44.7µM* | -45.3% | -13.0% | 8.5%[59 µM] | ? | -18.1% | ?
Cc1ccc(OCC(=O)N/N=C\c2c(C)[nH]n(-c3ccccc3)c2=O)c([N+](=O)[O-])c1 | ? | 11.0% | -20.0% | -6.8% | -12.5% | ? | 49.4%[activator] | ? | 12.2%

Grouped by structure, the entries above containing a carbonyl joined to an NH by a bond outside any ring
SMILES | BAZ2B block | APEX1 inh | Pol eta inh | Pol kappa inh | BLM inh | G9a block | Pol iota inh | JMJD2A Tudor | POLB inh
Cc1ccccc1NC(=O)N(O)C1(C#N)CCCCC1 | · | · | -1.2% | -1.9% | · | · | 11.9% | -16.7% | ·
CC(C)(C)NC(=O)C(=O)NNC(=O)c1ccc(C(C)(C)C)cc1 | -17.2% | 1.9% | -3.2% | -16.0% | -0.6% | 13.5%[59 µM] | 2.4% | 0.7% | 8.0%
Cn1cc(-c2cc3n(n2)CCC(=O)N3CCCC(=O)Nc2ccc(F)cc2F)c2ccccc21 | -26.7% | · | -10.8% | -13.2%[60.1 µM] | 2.7% | 4.9%[59 µM] | ? | -34.2% | ?
O=C(CSc1nnc(CNC(=O)c2c(F)cccc2Cl)o1)NCc1ccccc1 | -1.9% | -13.9% | 6.6% | -15.2% | -3.4% | -12.6%[0.501 µM] | 16.5% | -6.8% | 13.6%
O=C(Nc1ccc(-c2nc3cc(NC(=O)c4ccccc4Cl)ccc3o2)cc1)c1ccccc1Cl | 10.3% | · | -17.6% | -13.2%[60.1 µM] | 1.8% | 1.3%[59 µM] | 17.2% | -14.7% | 3.5%
CCc1cccc(C)c1NC(=O)c1cc(=O)[nH]c2ccc(S(=O)(=O)N3CCOCC3)cc12 | 2.5% | 4.0% | -15.5% | 0.1% | · | ? | 15.4% | -5.8% | ·
Cc1cccc(NC(=O)Cc2ccc(F)cc2)c1 | 9.9% | 6.6% | 3.3% | 1.9% | -5.5% | 6.4% | 7.6% | -5.5% | -0.4%
CC(C)CNC(=O)c1cc([N+](=O)[O-])ccc1N1CCOCC1 | -24.4% | -4.3% | -14.2% | -6.0% | 0.6% | -2.2%[59 µM] | 4.2% | -16.4% | 12.9%
CCCCNC(=O)Nc1cc(C(=O)OC)ccc1Cl | 0.8% | -1.8% | -6.5% | -0.7% | -1.1% | 3.8%[12.7 µM] | -1.9% | 20.0% | 2.4%
O=C(Nc1ccc(S(=O)(=O)Nc2ncccn2)cc1)c1ccc(N2CCCC2=O)cc1 | -14.5% | -7.0% | 44.7µM* | -45.3% | -13.0% | 8.5%[59 µM] | ? | -18.1% | ?
Cc1ccc(OCC(=O)N/N=C\c2c(C)[nH]n(-c3ccccc3)c2=O)c([N+](=O)[O-])c1 | ? | 11.0% | -20.0% | -6.8% | -12.5% | ? | 49.4%[activator] | ? | 12.2%

Compound activity (PubChem BioAssay)
